Screening results from PubChem.
FLuc counter: firefly luciferase modulation, counter-screen for miR-21 project; purified FLuc, Km substrates, luminescence inhibition; Potency, µM (top dose mostly 57.5 µM), without a hit: at the top dose activity change, negative = inhibition, usual class: inhibitors; 360,000 compounds, 6.9% hits;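 note: potency is the fitted concentration of half-maximal effect; plate controls were vehicle for no effect and reference inhibitor for full effect; nearly all actives have a fitted effect of over 55% in size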
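Biochemical qHTS of compounds, final roughly 60 µM downward over six points, against 10 nM purified firefly luciferase using Km concentrations of substrates (10 uM D-luciferin, 10 uM ATP) in Tris acetate pH 7.5 buffer; luminescence output.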
uPA generation: blocks generation of uPA at the cell surface | Potency, µM (doses to about 38.3 µM), for inactives: at the top dose activity change, negative = inhibition, usual class: inhibitors | AID 540303 | cell surface uPA generation assay, qHTS | 330,000 compounds, 0.31% hits; active = well fitted inhibition curve with a large enough effect; inconclusive = small, poorly fitted or top-dose-only effect; inactive = no such curve, though single readings can be large or run the other way; tested in mouse RAW 264.7 cells; note: potency is the fitted concentration of half-maximal effect; % is set by controls: 0 for no effect and ±100 for the full control effect; nearly all actives have a fitted effect of over 55% in size
Rab9 prom act: activators of Rab9 promoter | Huh7 Rab9 promoter-luciferase reporter, luminescence, 24 h | Potency, µM (highest dose often 9.22 µM), for inactives: at the highest dose activation, negative = inhibition, hits mostly activators | 320,000 compounds, 2.8% hits | AID 485297; note: potency is the fitted concentration of half-maximal effect; % of control where 0% means no effect; nearly all actives have a fitted effect of over 60% in size
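Using Huh7 cells stably transfected with Rab9 promoter–luciferase, compounds were incubated 24 h at 37 °C, 5% CO2; luciferase luminescence was read 10 min after reagent addition.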
ELG1 genotoxic: genotoxicity induction in ELG1-luciferase HEK293T cells | HEK293T ELG1-luciferase reporter, luminescence, 16 h | Potency, µM (titrated, usually from 46 µM), for inactives: top-dose activity change, positive = activation, hits mostly activators | 330,000 compounds, 1.3% hits | AID 504466; note: potency is the fitted concentration of half-maximal effect; % of control where 0% means no effect; nearly all actives have a fitted effect of over 60% in size
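Genotoxic stress is detected as increased luminescence from luciferase-tagged ELG1 in HEK293T cells, measured with ONE-Glo after a 16 hr treatment at 37 °C.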
KCNH2 3.1 inh: inhibitors of human KCNH2 3.1 potassium channel isoform; AID 720553; activity change, % (tested at about 1.8 µM); 340,000 compounds, 0.95% hits; U2OS KCNH2 3.1, thallium flux FluxOr; stronger effect = lower value;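 active = maximum activity change below -70%; inconclusive = maximum activity change from -70% to -50%; inactive = maximum activity change above -50%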;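 note: thallium influx rate constant from kinetic fluorescence after stimulation buffer; % is set by controls: 0 for no effect and ±100 for the full control effect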
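Normalized rate constant (relative to positive and negative DMSO controls) derived from a 2 min kinetic fluorescence read after stimulation; U2OS cells expressing the 3.1 isoform via virus at 1.77 x 10^8 /mL.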
Giardia killer: kills Giardia lamblia; Giardia lamblia trophozoite viability; activity change, % at 7.66 µM, hits read low; 340,000 compounds, 0.15% hits; AID 540267; in the data active = activity change below about -80%; inconclusive = between about -30% and that limit;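 note: parasites exposed to compound for two days anaerobically before the ATP read; % is set by controls: 0 for no effect and ±100 for the full control effect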
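Anaerobic 48 hrs incubation at 37 deg C of 100 trophozoites/well with test compounds; ATPLite 1-Step luminescence, 15-30 min RT, reports cellular ATP as viability.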
NPC1 prom act: activates the NPC1 promoter. Huh7 NPC1 promoter luciferase reporter, 24 h. Potency, µM (top dose mostly 9.22 µM), for the others: top-dose activation, hits mostly activators. 320,000 compounds, 2.4% hits. AID 485313;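 note: potency is the fitted concentration of half-maximal effect; % of control where 0% means no effect; nearly all actives have a fitted effect of over 60% in size; reporter is driven by a mutant NPC1 promoter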
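Stable NPC1-promoter luciferase Huh7 line; cpd (DMSO) 24 h, 37 °C, 5% CO2; Amplite luciferase reagent 10 min RT; luminescence readout. qHTS format.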
Coupling enz: inhibits coupling enzyme system, counter-screen for aldolase hits | coupling enzyme system counterscreen, AmpLite Red fluorescence | activity change, negative = inhibition, % at 58.2 µM, hits read low | 290,000 compounds, 0.67% hits; in the data active = activity change below about -30%; note: % is set by controls: 0 for no effect and ±100 for the full control effect
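First, compound is pin-transferred into glyceraldehyde-3-phosphate coupling-enzyme reagent at 57.5 uM final and held 10 min at RT. Next, substrate, coupling system and AmpLite Red are added. After 20 min RT, fluorescence (525/598 nm) is read.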
RORg inh: ROR gamma (mouse) transcription inhibition | Potency, µM (highest dose often 53.6 µM), without a hit: at the top dose activity change, negative = inhibition, actives largely listed as inhibitors | AID 2551 | 310,000 compounds, 5.4% hits | Drosophila S2 Gal4-RORgamma UAS-luciferase reporter, 20 h | P51450; note: potency is the fitted concentration of half-maximal effect; % is set by controls: 0 for no effect and ±100 for the full control effect; nearly all actives have a fitted effect of over 60% in size
Target sequence (P51450 whole entry, looked up, the tested form may be a part): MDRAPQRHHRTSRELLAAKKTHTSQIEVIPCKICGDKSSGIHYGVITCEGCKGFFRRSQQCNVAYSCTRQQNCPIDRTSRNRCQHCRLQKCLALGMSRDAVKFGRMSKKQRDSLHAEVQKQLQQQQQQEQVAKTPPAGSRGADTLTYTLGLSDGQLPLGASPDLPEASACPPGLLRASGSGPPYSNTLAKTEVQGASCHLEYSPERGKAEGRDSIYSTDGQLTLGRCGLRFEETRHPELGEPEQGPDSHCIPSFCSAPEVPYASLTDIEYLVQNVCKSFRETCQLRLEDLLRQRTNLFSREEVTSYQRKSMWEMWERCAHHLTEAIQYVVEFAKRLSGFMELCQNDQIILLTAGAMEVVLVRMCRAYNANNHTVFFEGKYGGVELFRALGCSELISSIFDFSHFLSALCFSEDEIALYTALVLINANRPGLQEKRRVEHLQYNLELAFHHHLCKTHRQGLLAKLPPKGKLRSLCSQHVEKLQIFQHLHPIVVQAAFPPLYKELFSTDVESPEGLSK
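A Gal4/UAS one-hybrid system in insect cells: metallothionein-promoter Gal4–ROR gamma fusion plus Photinus luciferase reporter. Copper sulfate 700 uM final, 20 hr ambient incubation, luminescent detection after 10 min with reagent.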
Tb PFK block: T. brucei PFK enzyme inhibition. T. brucei PFK, ADP-Glo luminescence. 330,000 compounds, 0.17% hits. Potency, µM (highest dose often 57.5 µM), without a hit: at the highest dose activity, negative = inhibition, most hits filed as inhibitors;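 note: potency is the fitted concentration of half-maximal effect; 0% = uninhibited 1x PFK enzyme wells and -100% = no-enzyme wells; nearly all actives have a fitted effect of over 60% in size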
Target sequence (O15648 whole entry, looked up): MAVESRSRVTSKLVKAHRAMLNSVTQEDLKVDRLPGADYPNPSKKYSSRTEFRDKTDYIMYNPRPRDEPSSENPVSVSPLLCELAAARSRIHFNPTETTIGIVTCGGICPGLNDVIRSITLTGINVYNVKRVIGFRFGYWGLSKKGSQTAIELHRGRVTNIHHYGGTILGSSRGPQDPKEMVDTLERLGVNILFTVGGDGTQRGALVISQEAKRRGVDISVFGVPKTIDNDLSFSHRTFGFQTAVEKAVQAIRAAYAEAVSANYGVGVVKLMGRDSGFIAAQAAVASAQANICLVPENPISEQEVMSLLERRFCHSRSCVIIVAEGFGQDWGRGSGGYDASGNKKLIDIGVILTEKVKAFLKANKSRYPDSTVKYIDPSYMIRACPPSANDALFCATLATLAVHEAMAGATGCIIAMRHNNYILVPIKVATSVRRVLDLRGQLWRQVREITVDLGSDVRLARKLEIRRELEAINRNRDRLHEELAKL
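Compounds were pin-transferred as a titration series up to 57 uM into substrate buffer (0.5 mM F6P, 0.1 mM ATP, pH 8.0), then 1.25 nM PFK was added and reactions ran 45 min before ADP-Glo detection.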
VP16 counter: counter-screen for ROR gamma inhibitors: Gal4-VP16 reporter; Potency, µM (highest dose often 53.6 µM), without a hit: at the top dose activity, negative = inhibition, usual class: inhibitors; 310,000 compounds, 3.5% hits; Drosophila S2 Gal4-VP16 UAS-luciferase, luminescence, 20 h; AID 2546;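 note: Gal4-VP16 expression switched on by copper sulfate through the metallothionein promoter; potency is the fitted concentration of half-maximal effect; % is set by controls: 0 for no effect and ±100 for the full control effect; nearly all actives have a fitted effect of over 50% in size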
Starred values were filed as active, the others as inactive; ? = inconclusive; · = not tested or not shown; & = joins results of further samples; [ ] = remark or other dose. Unless noted, calls come from the whole dose curve; as a rule, active = well fitted curve in the direction sought with a large enough effect; inconclusive = small, poorly fitted or top-dose-only effect, or another doubt; inactive = no such curve, though single readings can be large; an effect the other way counts as inactive or inconclusive.

SMILES	FLuc counter	uPA generation	Rab9 prom act	ELG1 genotoxic	KCNH2 3.1 inh	Giardia killer	NPC1 prom act	Coupling enz	RORg inh	Tb PFK block	VP16 counter
CC1CCCC(NC(=O)COC(=O)[C@@H](NC(=O)c2ccc(F)cc2)C(C)C)C1C (stereo not given in full)	·	-1%	·	0%	4	2	·	·	·	-3%	·
COc1ccc(N(C)C(=O)Cc2c(C(=O)O)n(C)c3ccccc23)c(OC)c1	4%	-1%	-8%	0%	-3	-27	2%	4	4%	-4%	-3%
N=c1c(S(=O)(=O)c2ccccc2)cc2c(=O)n3ccccc3nc2n1Cc1cccnc1	-3%	-1%	-5%	1%	?	28	0%	·	·	0%	·
Cc1ccc(S(=O)(=O)NNC(=O)C2CCN(Cc3ccccc3)CC2)cc1	-1%	-2%	-2%	3%	52	0	0%	1	-12%	-2%	1%
O=C(CSC1=NS(=O)(=O)c2ccccc2N1)N1CCCCC1	-19%	7%	-2%	2%	2	-2	1%	·	·	-2%	·
COc1cc(/C=C/C(=O)OCC(=O)NC(=O)NCc2ccccc2)ccc1OCC#N	0%	7%	1%	7%	-7	-10	-1%	2	-7%	1%	3%
CCCCn1c(N2CCCC2)nc2c1c(=O)[nH]c(=O)n2C	0%	-10%	0%	9%	14	12	-5%	0	39%	-8%	9%
COc1cccc(CC2(CO)CCCN(Cc3cn[nH]c3-c3cc(C)ccc3C)C2)c1 (stereo not given)	0%	4%	-1%	-5%	0	26	-1%	1	11%	-3%	3%
Nc1c(C(=O)OCC2CCCO2)c2nc3ccccc3nc2n1C1CCCCC1 (stereo not given)	0%	·	-2%	5%	25	11	-6%	-27	-18%	0%	1%
COC(=O)Cn1ccc(-c2ccc(Cl)cc2)c(C#N)c1=O	1%	-1%	0%	1%	-114*	25	-2%	2	20%	-9%	24%
Cc1ccc(C)c(N2CCN(C(=O)CN(C)S(=O)(=O)c3cnc[nH]3)CC2)c1	-11%	2%	1%	-2%	4	-15	4%	-1	-4%	1%	-24%
Cn1c(=O)c(=O)n(C)c2cc(S(=O)(=O)NCCN3CCN(c4ccccc4F)CC3)ccc21	4%	0%	2%	-3%	-7	-14	1%	0	3%	-4%	-3%
O=C(O)C/C=C(/NC(=O)OCc1ccccc1)C(=O)OCc1ccccc1	-19%	2%	-6%	1%	-7	10	-3%	5	2%	1%	-3%
COc1ccc(OCc2nnc(SCC(=O)N3C(C)CCCC3C)o2)cc1 (stereo not given)	-2%	0%	5%	-10%	-8	-11	0%	-2	36%	-4%	8%
CC(C)C[C@@]12C(=O)N(c3cccc(F)c3)C(=O)N1[C@H](c1ccc(Br)cc1)[C@@H]1C(=O)N(C(C)(C)C)C(=O)[C@@H]12	-5%	18%	-3%	1%	-7	-25	-5%	·	·	-6%	·

Only Giardia killer (five entries from above):
Structure	Giardia killer
O=C(CSC1=NS(=O)(=O)c2ccccc2N1)N1CCCCC1	-2
COc1cc(/C=C/C(=O)OCC(=O)NC(=O)NCc2ccccc2)ccc1OCC#N	-10
CCCCn1c(N2CCCC2)nc2c1c(=O)[nH]c(=O)n2C	12
COc1cccc(CC2(CO)CCCN(Cc3cn[nH]c3-c3cc(C)ccc3C)C2)c1 (stereo not given)	26
Nc1c(C(=O)OCC2CCCO2)c2nc3ccccc3nc2n1C1CCCCC1 (stereo not given)	11

Reprinted at random: 2 records from the list.
SMILES	FLuc counter	uPA generation	Rab9 prom act	ELG1 genotoxic	KCNH2 3.1 inh	Giardia killer	NPC1 prom act	Coupling enz	RORg inh	Tb PFK block	VP16 counter
Cc1ccc(S(=O)(=O)NNC(=O)C2CCN(Cc3ccccc3)CC2)cc1	-1%	-2%	-2%	3%	52	0	0%	1	-12%	-2%	1%
Cn1c(=O)c(=O)n(C)c2cc(S(=O)(=O)NCCN3CCN(c4ccccc4F)CC3)ccc21	4%	0%	2%	-3%	-7	-14	1%	0	3%	-4%	-3%

Remaining list, next part.
SMILES	FLuc counter	uPA generation	Rab9 prom act	ELG1 genotoxic	KCNH2 3.1 inh	Giardia killer	NPC1 prom act	Coupling enz	RORg inh	Tb PFK block	VP16 counter
COc1cc(OC)c2c(-c3ccccc3)cc(=O)oc2c1C(CCN1CCN(c2ccccc2)CC1)c1ccc(N(C)C)cc1 (stereo not given)	1%	-16%	-6%	0%	·	-25&-29	-6%	0&-1	13%&-6%	2%	0%&-7%
CC(C)[C@H](NC(=O)c1ccccc1)C(=O)OCC(=O)NCc1ccc(F)cc1	-1%	·	2%	-2%	0	2	-4%	-1	5%	-1%	-10%
O=C(NCCc1ccccc1)c1ccc(CS(=O)(=O)Cc2ccc(F)cc2)o1	6%	-5%	-2%	-2%	-11	16	-2%	·	19%	-4%	-5%
Cc1cccc(NC(=O)c2ccc(N3C(=O)C4CCCCC4C3=O)cc2)c1C (stereo not given)	5%	4%	-4%	3%	-13	-19	-3%	·	-5%	-1%	9%
COc1ccc2cc3c(N)nn(C(=O)Cc4ccccc4OC)c3nc2c1	-13%	-2%	2%	-26%	0	2	0%	0	44%	-5%	10%
CCC(C)Sc1cccc(-c2nc3ccc(C)cn3c2NCc2ccccc2)c1 (stereo not given)	?	?	9%	-10%	?	3	13%	·	·	-29%	·
Cc1ccc(OCC(=O)N2CC(C)OC(C)C2)c([N+](=O)[O-])n1 (stereo not given)	-1%	0%	2%	1%	-8	12	-5%	1	5%	0%	-1%
CCc1cc(-c2n[nH]c(C)c2-c2nc3ccccc3n2C)c(O)cc1O	-4%	-14%	-5%	-9%	-5	-2	-4%	-20	-3%	2%	2%
O=[N+]([O-])c1ccc(COc2ccc(CNc3ccccc3)cc2)cc1	-8%	7%	-6%	1%	11	4	-1%	2	2%	-6%	4%
CCn1c(=O)c2ccccc2n(CC(=O)NCCC2=CCCCC2)c1=O	0%	-7%	0%	1%	2	-8	0%	1	2%	3%	-5%
COc1ccc(/C=N/NC(=O)CC(=O)NCc2cccnc2)c(OC)c1	0%	11%	-1%	3%	6	7	-6%	1	26%	-7%	-2%
COc1ccc(C(=O)N/N=C/c2ccc(OC)c(COc3ccc(F)cc3F)c2)cc1	-3%	1%	-4%	-16%	1	23	-4%	-4	13µM*	-14%	?
COc1cccc(C(=O)N2CCN(c3ccc(N4CCOCC4)nn3)CC2)c1	0%	-1%	1%	2%	13	22	-4%	·	·	28%	·
CC(Cc1ccc(O)c(O)c1)C(C)Cc1ccc(O)c(O)c1 (stereo not given)	·	?	·	·	-3	25	·	-14&-20	0%&-11%	·	0%&-23%
CCC(=O)OCCNc1cc(Sc2nccn2C)c2nonc2c1[N+](=O)[O-]	-1%	8%	-48%[inhibitor]	-14%	11	6	-35%[inhibitor]	-1	4.5µM*	-22%	4µM*
Cc1cc(C)nc(NC2=NCC(=O)N2CCc2c[nH]c3ccccc23)n1	-27%	3%	-3%	-1%	16	-7	1%	2	2%	18%	-1%
Cc1nc(S(=O)(=O)Cc2ccccc2)nc2c1CCC2	-6%	-8%	-3%	9%	-12	-2	1%	6	4%	1%	-15%[10 µM]
COc1ccc2nc(SCC(=O)NC3CCCCC3C)[nH]c2c1 (stereo not given)	-7%	8.9µM*	-21%	2%	26	12	-19%	·	·	-1%	·
CS(=O)(=O)c1ccc(Cl)c(NC(=O)CSc2n[nH]c(N)n2)c1	-1%	7%	-1%	1%	5	5	-1%	·	·	5%	·
CC(=O)c1nn(-c2cccc(Br)c2)cc1C(=O)c1ccc(C)cc1	2%	-2%	-4%	7%	-14	4	1%	1	-40%	-5%	?
O=C(O)c1nn(CCOc2ccc(Br)cc2)c(=O)c2ccccc12	-1%	-4%	2%	3%	6	3	-1%	-3	11%	-5%	2%
COc1ccc(-n2c(Cn3c(=O)sc4ccccc43)nnc2SCC(=O)N2CCCCC2)cc1	9%	-19%	-1%	7%	3	3	-4%	3	-4%	0%	-3%
Cc1nc(S(=O)(=O)NC2CCCCC2)c(C#N)c(C)c1Cl	0%	-5%	1%	1%	7	0	-1%	2	6%	-2%	7%
CCCN(CC(=O)Nc1ccccc1OC)C(=O)CCNC(=O)c1ccccc1OC	-24%	-1%	-1%	1%	-7	8	2%	·	·	7%	·
Cc1ccc(S(=O)(=O)N2CCC(Oc3cccc(C(F)(F)F)c3)CC2)cc1	0%	0%	1%[1.84 µM]	-5%	-3	3	-4%	1	17%	0%	0%
CC1CN(c2ccc(NC(=S)Nc3ccc(N4CC(C)OC(C)C4)cc3)cc2)CC(C)O1 (stereo not given)	-1%	-3%	-2%	-4%	6	2	0%	-1	2.5µM*	3%	8.9µM*
